Source: PubChem
SENP8 block-1: blocks human SENP8 cleavage of Nedd8 substrate | Q96LD8 | inhibition, % at 20 µM | 360,000 compounds, 0.64% hits | AID 602440 | recombinant SENP8, Nedd8 substrate fluorescence; in the data active = inhibition mostly above about 40%, no sharp cut-off; inactive = mostly below about 27%
Target sequence (Q96LD8 whole entry, looked up): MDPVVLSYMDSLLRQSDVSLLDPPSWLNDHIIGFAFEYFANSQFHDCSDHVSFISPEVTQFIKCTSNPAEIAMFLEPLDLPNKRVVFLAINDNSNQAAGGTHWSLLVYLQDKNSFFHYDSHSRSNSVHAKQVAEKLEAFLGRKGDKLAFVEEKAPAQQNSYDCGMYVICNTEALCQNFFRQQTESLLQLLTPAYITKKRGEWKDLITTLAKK
APOBEC3G inh: inhibitors of human APOBEC3G DNA deaminase; Q9HC16; recombinant A3G, ssDNA deamination FAM/TAMRA fluorescence; inhibition, % at 20 µM; 330,000 compounds, 0.28% hits; AID 493012;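 active = inhibition of at least 40% at 20 µM, with no more than 30% in the related APOBEC3A deaminase screen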;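 also: plate controls were DMSO wells with A3G for no effect and wells lacking A3G enzyme for full effect; some compounds called inactive have numbers as strong as hits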
Target sequence (Q9HC16 whole entry, looked up): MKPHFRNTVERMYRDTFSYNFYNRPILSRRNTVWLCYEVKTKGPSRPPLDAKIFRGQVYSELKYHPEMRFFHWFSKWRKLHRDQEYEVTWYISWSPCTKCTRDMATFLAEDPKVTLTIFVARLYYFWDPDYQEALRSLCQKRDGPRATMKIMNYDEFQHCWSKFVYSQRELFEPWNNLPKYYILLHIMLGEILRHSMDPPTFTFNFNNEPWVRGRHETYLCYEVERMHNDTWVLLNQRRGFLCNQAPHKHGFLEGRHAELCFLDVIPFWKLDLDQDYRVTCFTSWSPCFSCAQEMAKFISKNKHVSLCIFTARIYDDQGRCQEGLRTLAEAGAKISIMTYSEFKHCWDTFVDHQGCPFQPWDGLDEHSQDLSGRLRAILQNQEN
Apaf1 inhib: inhibitors of human Apaf-1 apoptosome; O14727; reconstituted apoptosome caspase-3 activity, DEVD-Rh110 fluorescence; inhibition, % at 20 µM; 330,000 compounds, 0.71% hits; active = inhibition of at least 40% at 20 µM;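 also: plate controls were DMSO wells for no effect and DEVD-CHO caspase inhibitor wells for full effect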
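Material: reconstituted apoptosome with Apaf-1, cytochrome c, caspase-9, procaspase-3, dATP / Buffer or medium: pH 7.5 Hepes buffer with CHAPS, BSA, DTT / Also added: cytochrome c with DEVD-Rh110 / Schedule: compound with Apaf-1, dATP, procaspase-3 30 min, then 50 min reaction, room temperature / Technique: rhodamine 110 fluorescence at Ex 480/Em 540 nm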
SENP7 inh: inhibitors of human SENP7 protease | Q9BQF6 | recombinant SENP7, Z-RLRGG-aminoluciferin luminescence, 40 min | inhibition, % at 5 µM | 330,000 compounds, 1.5% hits;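 active = inhibition above about 50% at the single test dose, limit read from the data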;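 also: plate controls were DMSO with enzyme for no effect and no enzyme buffer wells for full effect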
SENP6 inh: blocks the human protease SENP6; Q9GZR1; Recombinant SENP6 catalytic domain, aminoluciferin luminescence; inhibition, % at 10 µM; 330,000 compounds, 1.8% hits; AID 2599;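 active = inhibition above about 50% at the single tested dose, limit read from the data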;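 also: plate controls were DMSO wells with enzyme for no effect and DMSO wells lacking enzyme for full effect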
SENP1 FRET inh: inhibitors of human SENP1 SUMO protease catalytic domain | Q9P0U3 | recombinant SENP1 catalytic domain, CyPet-SUMO1-YPet FRET cleavage | inhibition, % at 10 µM | 360,000 compounds, 0.21% hits | AID 624204;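 active = inhibition at least 30% at 10 µM, raw YFP signal under a set limit, fluorescence ratio 0.5 to 1.5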;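 also: 0% = enzyme with DMSO and 100% = no enzyme wells; some results filed as inactive read as strong as hits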
Target sequence (Q9P0U3 419-644 limits assumed): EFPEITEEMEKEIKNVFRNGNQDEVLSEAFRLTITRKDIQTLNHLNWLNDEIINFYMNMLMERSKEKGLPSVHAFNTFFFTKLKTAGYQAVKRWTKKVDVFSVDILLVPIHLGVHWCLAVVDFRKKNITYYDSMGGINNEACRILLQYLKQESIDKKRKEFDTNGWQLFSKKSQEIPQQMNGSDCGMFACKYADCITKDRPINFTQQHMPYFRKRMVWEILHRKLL
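system = hSENP1 catalytic domain, recombinant | reagent = SFCypet-SUMO1-SFYpet substrate at 25 nM | doses = one dose per compound, 10 µM, 0.5% DMSO | incubation = enzyme reaction for 50 min at room temperature, dark | measured by = FRET, CFP and YFP emission | controls = no-enzyme low, enzyme-DMSO high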
UBC13 polyUb: human UBC13 polyubiquitination inhibition; UBC13 polyubiquitin chain formation, TR-FRET; P61088; inhibition, % at 20 µM; 330,000 compounds, 0.47% hits; AID 485273; in the data active = inhibition above about 45%, passing the limit was not always enough
Target sequence (P61088 whole entry, looked up): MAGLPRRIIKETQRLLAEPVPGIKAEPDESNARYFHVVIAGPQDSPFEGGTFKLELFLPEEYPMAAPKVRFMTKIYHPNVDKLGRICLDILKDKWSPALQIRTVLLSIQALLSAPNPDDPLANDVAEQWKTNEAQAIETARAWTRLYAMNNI
SENP8 block-2: inhibitors of human SENP8 protease; Q96LD8; AID 2540; purified SENP8, Z-RLRGG-aminoluciferin cleavage, luminescence; 330,000 compounds, 1.2% hits; inhibition, % at 10 µM; in the data active = inhibition above about 50%
An asterisk follows results filed as active; / = not tested or not shown.

structure	SENP8 block-1	APOBEC3G inh	Apaf1 inhib	SENP7 inh	SENP6 inh	SENP1 FRET inh	UBC13 polyUb	SENP8 block-2
O=C(Cc1ccc(Cl)cc1)OCc1nnc(-c2ccccc2)o1	9	-2	17	9	2	2	-7	1
CCc1ccc(CN2CCC(C(=O)Nc3cccc(-c4nnc(C)s4)c3)CC2)o1	1	0	-7	-1	2	1	-5	-1
O=C(NCC(=O)N1CCN(C(=O)c2ccccc2)CC1)c1ccccc1	8	-7	-1	-2	0	2	8	-8
CS(=O)(=O)N(CC(=O)N1CCCC1)c1cccc(Cl)c1	7	-3	0	-5	7	2	1	-3
CC1CCN(Cc2c(C(=O)N/N=C/c3ccc(C(C)(C)C)cc3)nnn2-c2nonc2N)CC1	-2	-5	15	14	-6	-1	-10	-15
CCOC(CNc1c([N+](=O)[O-])c(=O)n(C)c(=O)n1C)OCC	5	2	-1	-1	1	1	6	6
COc1cccc(Sc2nc(-c3ccccc3)ncc2S(C)(=O)=O)c1	5	-4	11	5	7	1	8	1
Cc1ccc(S(=O)(=O)Nc2ccc(C(=O)NCCCN3CCOCC3)cc2)cc1[N+](=O)[O-]	9	-5	-8	-7	-10	1	4	3
Cc1ccc(C(=O)N2CCN(c3ncnc4c3cnn4-c3ccccc3)CC2)cc1	16	-5	34	-2	3	1	30	4
Cc1ccc(S(=O)(=O)N(C)CCCC(=O)Nc2ccc(F)cc2)cc1	24	-9	1	0	-2	2	9	1
O=C(c1ccc2c(c1)OCO2)N1CCN(S(=O)(=O)N2CCCCC2)CC1	5	-4	4	6	-10	1	0	-2
O=C(NCCc1ccc(C(F)(F)F)cc1)C1COc2ccccc2O1 (stereo not drawn)	6	12	23	-11	-6	1	-8	-12

Not a retest: two of the compounds above.
structure	SENP8 block-1	APOBEC3G inh	Apaf1 inhib	SENP7 inh	SENP6 inh	SENP1 FRET inh	UBC13 polyUb	SENP8 block-2
O=C(Cc1ccc(Cl)cc1)OCc1nnc(-c2ccccc2)o1	9	-2	17	9	2	2	-7	1
CCc1ccc(CN2CCC(C(=O)Nc3cccc(-c4nnc(C)s4)c3)CC2)o1	1	0	-7	-1	2	1	-5	-1

Next results:
structure	SENP8 block-1	APOBEC3G inh	Apaf1 inhib	SENP7 inh	SENP6 inh	SENP1 FRET inh	UBC13 polyUb	SENP8 block-2
CCN(CC)CCCNC(=O)c1cc(-c2ccc(O)cc2)on1	19	-1	5	-11	-8	2	4	0
O=C1Nc2ccccc2C(O)(C(=O)NCc2ccco2)N1c1ccc(Cl)cc1 (stereo not drawn)	5	-2	7	0	-5	-2	-2	-3
COc1ccc(CCNC(=O)Cc2cc(OC)c(OC)cc2[N+](=O)[O-])cc1OC	12	-2	1	-4	-12	-1	-6	-1
CCCCN1CC(=O)N2[C@H](c3ccc(Cl)cc3)[C@@H]3C(=O)N(CC)C(=O)[C@@H]3[C@]2(Cc2ccccc2)C1=O	8	-9	-3	0	-7	-1	4	3
CCOc1ccc(NC(=O)C2CCC(CNc3c(N4CCOCC4)c(=O)c3=O)CC2)cc1 (stereo not drawn)	9	-1	0	-1	4	1	-4	9
CCOC(=O)N1N=C(c2ccccc2)CC1(O)C(C)(F)F (stereo not drawn)	11	-6	-14	4	-7	4	-3	1
CCN(NC(=O)C(O)(c1ccccc1)c1ccccc1)C(=O)c1ccccc1	15	-6	-9	3	4	-2	0	-1
COc1ccc(CCN(C)CC(=O)Nc2ccc(F)c(Cl)c2)cc1OC	4	2	14	8	16	1	2	2
O=C(COc1ccccc1F)NCc1nc2ccccc2[nH]1	7	-7	1	6	-18	-2	12	3
O=C(Nc1nc(-c2ccco2)c(-c2ccco2)s1)C1CCC1	-124	4	20	-2	-8	-9	18	-6
Cc1ccc(NC(=O)CSc2cn[nH]n2)cc1	12	-5	1	3	21	1	6	9
COc1ccc(CNC(=O)C(NC(C)=O)C(=O)Nc2ccc(OC)cc2)cc1 (stereo not drawn)	10	-1	-5	-4	-11	0	-7	8

(list continues)
structure	SENP8 block-1	APOBEC3G inh	Apaf1 inhib	SENP7 inh	SENP6 inh	SENP1 FRET inh	UBC13 polyUb	SENP8 block-2
CCOC(=O)C1(Cc2ccccc2C)CCCN(S(=O)(=O)CC)C1 (stereo not drawn)	4	-9	-11	-1	15	0	4	-5
O=C1CCCN1CC(O)CS(=O)(=O)Cc1ccc(Cl)cc1 (stereo not drawn)	19	-3	-4	-7	-20	3	-6	-9
COc1cccc(-c2nc(CS(=O)(=O)CC(=O)Nc3c(C)cccc3C)c(C)o2)c1	10	-9	9	10	3	-1	-3	1
CCOC(=O)C1=C(C)NC(C)=C(C(=O)OCC)C1C(=O)OCC(=O)N(CC)C1CCS(=O)(=O)C1 (stereo not drawn)	-270	-6	-7	6	0	-1	1	5
O=C(NCC1CCCO1)c1ccc2c(c1)N(Cc1ccccc1)C(=O)CS2=O (stereo not drawn)	-3	-10	5	9	-1	1	2	-9
CC(C)Oc1snc(Cl)c1C(N)=O	13	-2	-3	1	-8	3	6	-2
Cc1cc2ncn(C(=O)c3c(-c4ccccc4)noc3C)c2cc1C	18	-11	3	-5	-8	2	3	10
C#CC1(O)CC(C)N(C)C(C)C1 (stereo not drawn)	13	-3	-1	1	1	-2	4	4
N#CCSc1nnc2c(Cl)cc(Cl)cn12	7	-3	0	-13	1	2	-10	-3
Cc1ccc(/C=C/C(=O)O)cc1S(=O)(=O)N(C)CCO	9	-8	9	-11	-8	0	-5	-8
Cc1cc(S(=O)(=O)NCc2ccccc2)ccc1OCC(=O)NCc1ccncc1	4	-5	0	-10	-2	2	-5	-9
CN(Cc1nc(-c2ccccn2)no1)S(=O)(=O)c1ccc(Cl)cc1	10	-7	-18	5	-9	-3	13	4

(cont.)
structure	SENP8 block-1	APOBEC3G inh	Apaf1 inhib	SENP7 inh	SENP6 inh	SENP1 FRET inh	UBC13 polyUb	SENP8 block-2
CSc1cc(-c2ccccc2)n(Cc2ccccc2Cl)c(=O)c1C#N	11	-5	3	-2	7	1	22	-4
Cc1ccc(CN(C)C(=O)C2CCC(=O)N(C3CCCCCC3)C2)cc1 (stereo not drawn)	7	2	12	3	-6	1	-3	6
COc1cccc(C2CC(c3ccccc3OC)n3ncnc3N2)c1 (stereo not drawn)	2	8	8	-4	-1	2	0	-5
COc1ccc2oc(C(=O)OCC(=O)N3CCCC3=O)c(C)c2c1	-349	-2	5	0	-4	0	15	-12
COc1ccc(NC(=O)CSc2nnc3ccc(-c4ccccn4)nn23)c(OC)c1	12	-4	3	4	8	1	-2	6
Fc1ccc(Nc2ncnc3sc4c(c23)CCC4)cc1	-1	-5	-14	2	-19	-10	7	3
CC1(C)CC(NC(=O)c2cc(Cl)ccc2Cl)CC(C)(C)N1	21	-6	0	-2	-3	3	-3	-2
CC(C)[C@H](NS(=O)(=O)c1ccc2c(c1)OCCO2)C(=O)OCC(=O)Nc1cccc(Cl)c1Cl	22	-6	20	-7	-21	2	3	-10
N#C/C(=C(/O)Cc1ccccc1)P(=O)(c1ccccc1)c1ccccc1	8	-8	-12	-3	-24	-2	-2	-2
O=c1c2ccccc2c(C=NC2CCN(Cc3ccccc3)CC2)c(O)n1Cc1ccc2c(c1)OCO2	/	0	21	25	26	/	-9	-1
COc1cc(NS(=O)(=O)c2ccc(NC(=O)CN3C(=O)c4ccccc4C3=O)cc2)ncn1	16	-6	-3	-6	-6	1	-22	-12
COc1ccc(CNC(=O)c2cc(C(=O)C3CC3)c[nH]2)cc1	12	3	15	6	3	-1	3	4

Next section:
structure	SENP8 block-1	APOBEC3G inh	Apaf1 inhib	SENP7 inh	SENP6 inh	SENP1 FRET inh	UBC13 polyUb	SENP8 block-2
O=[N+]([O-])c1cccnc1N/N=C/c1ccccc1O	10	-4	-2	97*	93*	4	-28	87*
COc1ccc2nc(-c3ccccn3)[nH]c2c1	-412	-1	3	82*	77*	-2	-4	59*
O=C(Cn1cc([N+](=O)[O-])cn1)N1N=C(C(F)F)CC1(O)C(F)F (stereo not drawn)	9	-2	-4	5	9	0	9	7
CC(C)(C)c1cc(CCC(=O)NCC2CCCO2)cc(C(C)(C)C)c1O (stereo not drawn)	9	-8	5	10	2	1	-4	-8
COCCCNC(=O)CCn1c(=O)c2ccccc2n(CC(=O)Nc2ccc(C)cc2C)c1=O	9	-9	0	11	-22	-1	1	-4
CCOc1ccc(C(=O)NC(C(=O)NCC2CCCO2)C(C)C)cc1 (stereo not drawn)	10	-2	5	3	8	3	2	2
COc1ccc(NC(=O)CSc2ccc3c(c2)OCCO3)cc1S(N)(=O)=O	17	6	0	-5	-15	3	6	-3
CC(C)CC(=O)Nc1nnc(S(=O)(=O)N(C)c2ccc(Cl)cc2)s1	10	-8	13	-4	-24	0	-4	-5
O=C(CCC(=O)c1cccs1)Nc1ccc(N2CCCCC2)cc1	10	1	-1	2	-4	2	-6	0
Cc1ccc(NC(=O)c2ccc(N3C(=O)C4CC=C(Cl)CC4C3=O)cc2)cc1 (stereo not drawn)	4	-9	4	4	-30	-13	1	7
CCOc1ccccc1NC(=O)NC(=O)N(C)S(C)(=O)=O	9	7	4	2	-5	0	2	0
Cc1ccc(S(=O)(=O)N2CCOCC2)cc1NC(=O)COC(=O)Cn1c(C)csc1=O	-1	-4	1	1	-8	3	-1	-12

(next part)
structure	SENP8 block-1	APOBEC3G inh	Apaf1 inhib	SENP7 inh	SENP6 inh	SENP1 FRET inh	UBC13 polyUb	SENP8 block-2
Cc1ccc(OC(F)F)c(NC(=O)Nc2cccc(C(F)(F)F)c2)c1	5	-2	14	11	-6	0	-1	5
[2H]C(CCOS(N)(=O)=O)c1ccc(C(C)(C)C)cc1 (stereo not drawn)	11	-2	2	-6	7	1	5	1
O=C(N/N=C/c1cccc([N+](=O)[O-])c1)c1ccc2c(c1)OCCO2	34	-5	1	-4	-17	-1	-2	-4
CC1(C)CC(=O)C(C(=S)Nc2ccccc2)=C(NCCN2CCOCC2)C1	17	-7	-10	-5	-5	-1	5	12
Cc1cc(N2CCN(c3nnnn3-c3ccccc3)CC2)n2ncnc2n1	13	1	14	5	-4	0	0	2
COc1ccc(-c2nc(CS(=O)CC(=O)NCc3ccco3)c(C)o2)cc1 (stereo not drawn)	2	11	-3	0	-13	-1	4	-3
COc1ccc(C2=NN(C(=O)CSc3cn(C)c4ccccc34)C(c3ccc(OC)cc3)C2)cc1 (stereo not drawn)	2	-3	11	1	-14	0	2	9
